PRC2 inh = EZH2 (human) methyltransferase inhibition; Q15910; PRC2 H3K27 methylation, DELFIA TRF, 1 h; inhibition, % at 12.5 µM; 57,000 tested, 0.35% active;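 active means mean inhibition of replicates at least 50% and every single replicate also reaching 50%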;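 further: dimethyl H3K27 on biotinylated H3 21-44 peptide detected by antibody; plate controls were median neutral control wells for no effect and median positive control wells for full effect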
IDH1 R132H inh = IDH1 R132H (human) inhibition; IDH1 R132H reductase, diaphorase/resazurin fluorescence, 60 min; inhibition, % at 10 µM; 70,000 tested, 0.18% active; AID 624101; in the data active means inhibition above about 34%;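 further: 0% = DMSO and 100% = no enzyme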
Target sequence (O75874 whole entry R132H): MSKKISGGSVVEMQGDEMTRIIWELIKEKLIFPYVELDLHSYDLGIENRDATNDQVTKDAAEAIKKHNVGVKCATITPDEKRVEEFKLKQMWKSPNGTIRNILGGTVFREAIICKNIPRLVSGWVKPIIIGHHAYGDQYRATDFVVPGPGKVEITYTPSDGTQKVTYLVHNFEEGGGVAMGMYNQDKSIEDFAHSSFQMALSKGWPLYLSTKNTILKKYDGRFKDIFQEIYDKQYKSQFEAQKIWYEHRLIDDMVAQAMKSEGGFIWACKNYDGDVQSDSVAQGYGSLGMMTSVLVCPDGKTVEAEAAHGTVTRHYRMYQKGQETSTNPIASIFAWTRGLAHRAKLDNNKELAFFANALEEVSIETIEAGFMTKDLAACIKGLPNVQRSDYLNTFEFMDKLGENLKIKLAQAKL
An asterisk follows results filed as active; · = no result given.

Every second line gives: PRC2 inh, IDH1 R132H inh
C[C@@H]1CN([C@@H](C)CO)C(=O)CCCn2cc(nn2)CO[C@@H]1CN(C)C
  -4.1, -1.9
Cc1cc2nc(-c3ccc(C)c(NC(=O)COc4ccc([N+](=O)[O-])cc4)c3)oc2cc1C
  -3.4, 1.9
COc1cccc(C(=O)Nc2ccc3c(c2)C(=O)N(C)C[C@H](OC)[C@@H](C)CN(C(C)=O)[C@H](C)CO3)c1
  3.3, 0.4
O=C(CSc1nnc(-c2cccnc2)n1-c1ccccc1)Nc1ccc2c(c1)OCCO2
  0.8, 0.0
Cc1ccc(S(=O)(=O)Nc2ccc3c(c2)C(=O)N([C@H](C)CO)C[C@H](C)[C@H](CN(C)C)OCCCC[C@H](C)O3)cc1
  -6.2, -2.0
O=C(C[C@@H]1C[C@H]2c3cc(NC(=O)C4CCC4)ccc3O[C@H]2[C@@H](CO)O1)NCc1cc(F)ccc1F
  14.1, -0.5
C[C@@H]1CN([C@@H](C)CO)C(=O)c2cc(NS(=O)(=O)c3cccs3)ccc2O[C@@H](C)CCCCO[C@H]1CN(C)S(=O)(=O)c1ccccc1
  ·, 1.7
COc1ccc(OC)c(NC(=O)c2ccccc2N(C)S(=O)(=O)c2ccc(C)cc2)c1
  -0.3, 0.2
C[C@H]1CN([C@@H](C)CO)C(=O)c2cccc(NC(=O)Nc3cccc4ccccc34)c2O[C@@H]1CN(C)S(=O)(=O)c1ccccc1
  -9.2, -2.4
COc1ccccc1CN(C)C[C@@H]1OCc2cn(nn2)CCCC(=O)N([C@H](C)CO)C[C@@H]1C
  1.4, 1.2
C[C@H]1CN([C@@H](C)CO)C(=O)c2cc(-c3ccccc3F)cnc2O[C@@H]1CN(C)C(=O)CN(C)C
  -7.9, 0.0
O=C(O)C[C@H]1C[C@@H]2c3cc(NC(=O)NC4CCCCC4)ccc3O[C@@H]2[C@H](CO)O1
  3.7, 0.0
C[C@H](CO)N1C[C@H](C)[C@@H](CN(C)Cc2ccccn2)Oc2cc(-c3ccncc3)ccc2S1(=O)=O
  ·, 0.2
CO[C@H]1CN(C)C(=O)c2ccc(NC(=O)c3ccccc3)cc2OC[C@@H](C)NC[C@@H]1C
  10.4, -0.2
C[C@@H]1CN([C@@H](C)CO)C(=O)c2cccc(NS(C)(=O)=O)c2O[C@H]1CN(C)C
  -1.9, 0.6

Following part.
Every second line gives: PRC2 inh, IDH1 R132H inh
CCNC(=O)c1c(NC(=O)COc2cccc3ccccc23)sc2c1CCCC2
  0.9, 0.1
CNC[C@@H]1Oc2ccc(NC(=O)Nc3ccc(C(F)(F)F)cc3)cc2CC(=O)N([C@H](C)CO)C[C@H]1C
  -2.5, 0.0
Cc1ccc(NC(=O)CSc2ncccn2)cc1Cl
  6.1, -0.3
C[C@@H]1CN([C@H](C)CO)C(=O)Cc2cc(NS(=O)(=O)c3ccc(Cl)cc3)ccc2O[C@H]1CN(C)Cc1ccc(C(=O)Nc2ccccc2N)cc1
  -35.4, ·
C[C@H]1CN([C@@H](C)CO)C(=O)c2cc(NC(=O)c3ccncc3)ccc2O[C@H]1CN(C)C(=O)Nc1ccc(F)cc1
  4.4, 1.2
C[C@@H]1OC(OC[C@H]2O[C@@H](Oc3cc(O)c4c(=O)cc(-c5ccc(O)c(O)c5)oc4c3)[C@H](O)[C@@H](O)[C@@H]2O)[C@H](O)[C@H](O)[C@H]1O (stereo not given in full)
  ·, -1.4
COc1ccc(NC(=O)N(C)C[C@@H]2Oc3c(NC(=O)Nc4ccc(F)cc4)cccc3C(=O)N([C@H](C)CO)C[C@H]2C)cc1
  ·, 1.1
C[C@@H]1CCCCO[C@H](CN(C)S(C)(=O)=O)[C@@H](C)CN([C@H](C)CO)C(=O)c2cc(NS(=O)(=O)c3cccs3)ccc2O1
  ·, -2.2
COCC(=O)N(C)C[C@H]1Oc2ncc(C#Cc3cccnc3)cc2C(=O)N([C@H](C)CO)C[C@H]1C
  -25.2, 0.0
O=C(CCCCCC(=O)N/N=C/c1ccc(-n2ccnc2)cc1)NO
  -5.8, ·
Cc1noc(C)c1NC(=O)Nc1cccc2c1O[C@H](CN(C)S(=O)(=O)c1ccc(Cl)cc1)[C@H](C)CN([C@@H](C)CO)C2=O
  ·, 3.0
C[C@H](CO)N1C[C@H](C)[C@@H](CN(C)C(=O)C2CCC2)Oc2cc(C3=CCCC3)ccc2S1(=O)=O
  -2.3, ·
COCC#Cc1cnc2c(c1)C(=O)N([C@@H](C)CO)C[C@@H](C)[C@@H](CN(C)S(=O)(=O)c1cn(C)cn1)O2
  -11.4, 4.0
CC(=O)N(C)C[C@H]1Oc2ncc(/C=C/c3ccccc3)cc2C(=O)N([C@@H](C)CO)C[C@@H]1C
  11.6, 0.0
COCc1cn(CC[C@H]2CC[C@H](NC(=O)Nc3ccccc3)[C@H](CO)O2)nn1
  -1.8, 0.4

Later entries
Every second line gives: PRC2 inh, IDH1 R132H inh
C[C@@H]1CN([C@H](C)CO)C(=O)c2cccc(NC(=O)Nc3ccc(C(F)(F)F)cc3)c2O[C@@H]1CN(C)Cc1ccc(C(F)(F)F)cc1
  ·, 0.4
Cc1noc(C)c1NC(=O)Nc1ccc2c(c1)C(=O)N([C@@H](C)CO)C[C@H](C)[C@H](CN(C)C(=O)C1CCCCC1)OCCCC[C@H](C)O2
  ·, -0.8
CO[C@@H]1CN(C)C(=O)c2ccc(NS(=O)(=O)c3ccc(Cl)cc3)cc2OC[C@H](C)NC[C@@H]1C
  -6.3, 0.1
O=C(C[C@@H]1C=C[C@@H](NC(=O)Nc2cccc(F)c2)[C@H](CO)O1)NCC1CCCCC1
  -0.5, -0.1
C[C@@H]1CN([C@@H](C)CO)C(=O)c2cc(-c3ccncc3)cnc2O[C@@H]1CN(C)C(=O)C1CC1
  3.9, ·
CCCC#Cc1cnc2c(c1)C(=O)N([C@H](C)CO)C[C@@H](C)[C@@H](CN(C)C(=O)c1ccccc1)O2
  8.1, 1.8
C[C@H]1CN([C@@H](C)CO)C(=O)Cc2cc(NC(=O)Nc3ccc4c(c3)OCO4)ccc2O[C@H]1CN(C)C(=O)Nc1ccc2c(c1)OCO2
  ·, -5.0
CNC[C@H]1Oc2cc(-c3ccc(C(=O)N(C)C)cc3)ccc2S(=O)(=O)N([C@H](C)CO)C[C@@H]1C
  ·, 0.5
CC(C)NS(=O)(=O)c1ccc(OCC(N)=O)cc1
  -1.9, -0.2
COc1ccc(NC(=O)N(C)C[C@H]2Oc3ccc(N(C)C)cc3CC(=O)N([C@H](C)CO)C[C@H]2C)cc1
  10.5, -3.3
C[C@H](CO)N1C[C@H](C)[C@@H](CN(C)Cc2ccc(Oc3ccccc3)cc2)Oc2ccc(NC(=O)C3CC3)cc2CC1=O
  ·, 4.6
O=C(N[C@@H]1CC[C@@H](CCNS(=O)(=O)c2ccc(F)cc2)O[C@@H]1CO)c1cnccn1
  -6.0, -0.6
Cc1ccc(S(=O)(=O)Nc2ccc3c(c2)CC(=O)N([C@@H](C)CO)C[C@H](C)[C@@H](CN(C)Cc2ccc(C(=O)O)cc2)O3)cc1
  ·, -6.8
CC(C)(C)OC(=O)N1CCC[C@H]1/C=N/NC(=O)CCCCCCC(=O)Nc1ccccc1O
  16.5, ·
O=C(CN1CCOCC1)NCC[C@H]1CC[C@@H](NC(=O)c2ccccc2F)[C@@H](CO)O1
  4.1, -0.1

Other results
Every second line gives: PRC2 inh, IDH1 R132H inh
C[C@H]1CN([C@@H](C)CO)C(=O)c2cc(-c3cccnc3)cnc2O[C@@H]1CN(C)C(=O)Cc1cccnc1
  -6.6, -0.4
CO[C@@H](CN(C)S(=O)(=O)c1ccc(F)cc1)[C@H](C)CN([C@H](C)CO)S(=O)(=O)c1cccc(Cl)c1
  11.8, -0.4
C[C@@H]1CN([C@H](C)CO)C(=O)Cc2cc(N(C)C)ccc2O[C@@H]1CN(C)C(=O)Nc1ccc(F)cc1
  ·, 0.0
CC(=O)N(C)C[C@H]1Oc2cc(-c3ccncc3)ccc2S(=O)(=O)N([C@H](C)CO)C[C@@H]1C
  -28.1, 6.1
Cc1ccc(S(=O)(=O)N[C@@H]2CC[C@H](CCNC(=O)C3CCCCC3)O[C@@H]2CO)cc1
  10.5, 0.0
C[C@@H]1CCCCO[C@@H](CN(C)C(=O)Nc2ccc(F)cc2)[C@@H](C)CN([C@@H](C)CO)C(=O)c2cc(NC(=O)Cc3ccccc3)ccc2O1
  ·, 0.1
C[C@@H]1CN([C@H](C)CO)S(=O)(=O)c2ccc(C3=CCCCC3)cc2O[C@H]1CN(C)C(=O)C1CCOCC1
  -10.3, -0.1
COc1ccc(-c2cnc3c(c2)C(=O)N([C@H](C)CO)C[C@@H](C)[C@@H](CN(C)S(=O)(=O)c2ccc(OC)cc2)O3)cc1
  -7.2, ·
CC(=O)Nc1ccc(NC(=O)CSC2=NC(c3ccccc3)CC(=O)N2)cc1 (stereo not given)
  -12.4, 0.1
C[C@@H]1CCCCO[C@H](CN(C)C(=O)NC2CCCCC2)[C@@H](C)CN([C@H](C)CO)C(=O)c2cc(NC(=O)Nc3ccccc3)ccc2O1
  ·, 2.3
O=C(C[C@@H]1C=C[C@H](NC(=O)Nc2cccc(F)c2)[C@@H](CO)O1)NCC1CC1
  -5.2, 0.6
COc1ccc(NC(=O)Nc2ccc3c(c2)[C@@H]2C[C@H](CC(=O)N4CCCCC4)O[C@@H](CO)[C@@H]2O3)cc1
  4.2, 0.3
C[C@H](CO)N1C[C@H](C)[C@H](CN(C)S(=O)(=O)c2ccc(Cl)cc2)Oc2ccc(NC(=O)Nc3ccccc3)cc2CC1=O
  -3.0, ·
Cc1cc(C(=O)Nc2cccc3c2O[C@@H](CN(C)S(C)(=O)=O)[C@@H](C)CN([C@H](C)CO)C3=O)n(C)n1
  ·, 0.9
COc1ccc(S(=O)(=O)N(C)C[C@H]2Oc3ccc(NC(=O)C4CCCCC4)cc3CC(=O)N([C@H](C)CO)C[C@H]2C)cc1
  0.4, 1.2

Single records (already shown). Screens in order: PRC2 inh, IDH1 R132H inh
Listed for CO[C@@H](CN(C)S(=O)(=O)c1ccc(F)cc1)[C@H](C)CN([C@H](C)CO)S(=O)(=O)c1cccc(Cl)c1 = 11.8, -0.4
Listed for C[C@H](CO)N1C[C@H](C)[C@H](CN(C)S(=O)(=O)c2ccc(Cl)cc2)Oc2ccc(NC(=O)Nc3ccccc3)cc2CC1=O = -3.0, ·
Listed for C[C@@H]1CCCCO[C@@H](CN(C)C(=O)Nc2ccc(F)cc2)[C@@H](C)CN([C@@H](C)CO)C(=O)c2cc(NC(=O)Cc3ccccc3)ccc2O1 = ·, 0.1
Listed for COc1ccc(-c2cnc3c(c2)C(=O)N([C@H](C)CO)C[C@@H](C)[C@@H](CN(C)S(=O)(=O)c2ccc(OC)cc2)O3)cc1 = -7.2, ·

Later entries.
Every second line gives: PRC2 inh, IDH1 R132H inh
CC(=O)N[C@@H]1CC[C@H](CCNC(=O)C2CCC2)O[C@H]1CO
  0.5, 0.0
C[C@H](CO)N1C[C@H](C)[C@@H](CN(C)Cc2ccc(C(=O)O)cc2)Oc2ccc(NS(=O)(=O)c3ccc(F)cc3)cc2C1=O
  ·, 2.4
C[C@H](CO)N1C[C@H](C)[C@H](CN(C)C(=O)Nc2ccc(F)cc2)Oc2ccc(NC(=O)Nc3ccc(F)cc3)cc2CC1=O
  ·, 3.9
CCC(=O)N(C)C[C@@H]1Oc2ncc(-c3ccccc3F)cc2C(=O)N([C@H](C)CO)C[C@@H]1C
  ·, -0.6
CNC[C@H]1Oc2c(NC(=O)c3cc(C)nn3C)cccc2C(=O)N([C@H](C)CO)C[C@@H]1C
  ·, -0.6
COc1ccc(S(=O)(=O)Nc2ccc3c(c2)C(=O)N([C@@H](C)CO)C[C@H](C)[C@H](CN(C)C(=O)Nc2cccc4ccccc24)OCCCC[C@@H](C)O3)cc1
  ·, -1.9
COc1ccc(S(=O)(=O)Nc2ccc3c(c2)CC(=O)N([C@@H](C)CO)C[C@H](C)[C@@H](CN(C)S(=O)(=O)c2cn(C)cn2)O3)cc1
  ·, -13.2
Cc1cc(C)c(C)c(OCC(=O)NCCN2CCOCC2)c1
  -18.3, -0.7
O=C(N[C@@H]1CC[C@@H](CCNS(=O)(=O)c2cccc(Cl)c2)O[C@@H]1CO)c1ccc(F)cc1
  0.0, -0.2
CC(=O)N[C@@H]1CC[C@@H](CC(=O)NCc2ccc(Cl)cc2)O[C@@H]1CO
  -9.4, 0.4
CNC[C@H]1OCCCC[C@H](C)Oc2ccc(NS(=O)(=O)c3ccccc3)cc2C(=O)N([C@H](C)CO)C[C@@H]1C
  0.9, 2.9
C=CC[C@@]12C[C@@H](OC)C(=O)C(OC)=C1O[C@H](c1ccc3c(c1)OCO3)[C@H]2C
  ·, 0.6
COc1cccc2c(C)nc(Nc3nc(CSc4nnc(C)s4)cc(=O)[nH]3)nc12
  1.2, 0.1
COC(=O)c1cc(OC)c(OC)cc1NC(=O)CN1C(=O)c2ccccc2C1=O
  -5.3, -0.3
Cc1cc(C)nc(NS(=O)(=O)c2ccc(NC(=O)NC3CCCCC3)cc2)n1
  -1.0, 0.0

(continued)
Every second line gives: PRC2 inh, IDH1 R132H inh
Cc1ccc(S(=O)(=O)N[C@@H]2C=C[C@H](CC(=O)O)O[C@H]2CO)cc1
  -4.1, 0.2
C[C@@H]1CN([C@@H](C)CO)C(=O)CCCn2cc(nn2)CO[C@@H]1CN(C)C(=O)c1ccncc1
  -3.9, 2.0
Cc1ccc(-c2noc(CSc3nnc(-c4ccncc4)n3-c3ccc(C)cc3)n2)cc1
  15.3, 0.5
C[C@@H]1CN([C@@H](C)CO)C(=O)c2cc(NC(=O)Nc3ccccc3)ccc2O[C@H]1CN(C)C(=O)Nc1ccc(C(F)(F)F)cc1
  ·, -0.2
C[C@@H]1CN([C@@H](C)CO)C(=O)CCCn2nncc2CO[C@H]1CN(C)Cc1ccncc1
  0.6, 2.4
COc1ccc(-c2nnc(SCC(=O)n3c4c(c5c3CCCC5)CCCC4)n2C)cc1
  ·, 1.3
CCCC(=O)Nc1ccc2c(c1)C(=O)N(C)C[C@H](OC)[C@H](C)CN(C(=O)CN(C)C)[C@@H](C)CO2
  -7.6, -0.1
C[C@@H]1CN([C@H](C)CO)C(=O)c2cc(NS(=O)(=O)c3ccc(F)cc3)ccc2O[C@H]1CN(C)CC1CCCCC1
  -8.0, ·

Screens (PubChem BioAssay)

Some of the compounds tested; count on the stated rates, not on these rows.
